CXCR6 inh – blocks human CXCR6 beta-arrestin recruitment. O00574. CHO-K1 PathHunter CXCR6 beta-arrestin, luminescence. hit rate 0.36% among 360,000. inhibition, % at 20 µM; in the data active = inhibition above about 34%, passing the limit was not always enough;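 also: antagonist mode with CXCL16 agonist at 10 nM final; 0% = 10 nM CXCL16 with DMSO and 100% = unstimulated wells without agonist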
CCR6 antag – blocks CCL20-driven beta-arrestin recruitment at human CCR6. P51684. CHO-K1 CCR6 PathHunter beta-arrestin, luminescence, CCL20-stimulated. inhibition, % at 20 µM. hit rate 0.49% among 340,000. AID 493098;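 active = compounds whose inhibition of the agonist-driven luminescence signal at 20 µM reaches about 50%, limit read from the data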;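 also: cells stimulated with CCL20 at 14 nM final; plate controls were DMSO with CCL20 for no effect and DMSO without agonist for full effect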
EBI2 block – blocks human EBI2 receptor beta-arrestin signaling; inhibition, % at 5 µM; hit rate 0.81% among 360,000; AID 651636; EBI2 beta-arrestin recruitment, luminescence, 7a,25-OHC stimulated; P32249; in the data active = inhibition above about 38%;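 also: enzyme fragment complementation signal reports receptor beta-arrestin coupling in cells; 0% = agonist plus DMSO wells and 100% = wells without agonist; some results beyond the cut were filed as inactive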
An asterisk follows results filed as active. Only part of the results is shown; count on the stated rates, not on these rows.

The line under a structure holds: EBI2 block | CXCR6 inh | CCR6 antag
Nc1cc2[nH]c(=O)c3ccccc3c2cc1Br
  4 | -7 | 6
Cc1cccc(N2CCN(CC(O)COc3ccccc3)CC2)c1 (configuration not stated)
  12 | 3 | 3
COc1cccc(CNC(=O)C2CCN(S(=O)(=O)c3ccc(F)cc3)CC2)c1
  5 | -9 | 4
CN(C(=O)c1cccc(NC(=O)Cc2ccc(NC(=O)C3CCCN(C(=O)C4CCCC4)C3)cc2)c1)C1CCC1 (configuration not stated)
  -1 | -4 | -9
CC(=O)Nc1ccc(S(=O)(=O)NCCC(=O)OCC(=O)NC(C)c2ccc(Cl)cc2)cc1 (configuration not stated)
  -1 | 2 | 6
O=C1NC(=S)S/C1=C\c1ccc(SCc2ccco2)o1
  -4 | 15 | 31
COc1ccc2cc(-c3cc(C(=O)OCC(=O)Nc4c(C)n(C)n(-c5ccccc5)c4=O)c4ccccc4n3)ccc2c1
  -13 | 4 | -13
O=C(O)c1ccccc1C(=O)c1cccc2c(Br)cccc12
  -11 | 6 | 2
COC(=O)C1=CN(Cc2ccc(OC)c(OC)c2)C=C(C(=O)OC)C1c1cccs1
  11 | 7 | 6
CCCCN(C(=O)c1cccc(N2C(=O)c3ccccc3C2=O)c1)c1c(N)n(CCCC)c(=O)[nH]c1=O
  0 | -8 | 12
O=C(Cc1ccc(NC(=O)C2CCN(C(=O)C3CCCCC3)CC2)cc1)Nc1cccc(C(=O)N2CCCCC2)c1
  0 | 2 | -3
COc1ccc(C(CCc2cc(OC)c(OC)c(OC)c2)NC(C)=O)cc1 (configuration not stated)
  6 | 4 | 9
COc1ccc(NS(=O)(=O)c2cc(C(=O)N(C)CCc3ccccn3)ccc2Cl)cc1
  -3 | 12 | 10
Cc1cc(C)n(-c2nc3sc4c(c3c3nnc(SCC(N)=O)n23)CC(C)(C)OC4)n1
  6 | -4 | -11
Cc1ccc(Nc2c(O)nc[nH]c2=O)cc1C
  -7 | 1 | 9
Cc1ccc(S(=O)(=O)N2CCOCC2)cc1C(=O)OCC(=O)N1CCc2ccccc2C1
  -1 | -4 | 8
CCc1nc(C)cn1S(=O)(=O)c1ccc2c(c1)OCCO2
  -7 | 3 | 4
O=C1N=c2ccccc2=C1c1sc(=S)n(NC(=O)c2cccc(O)c2)c1O
  -9 | 15 | 29
CN(C(=O)c1cccc(NC(=O)Cc2ccc(NC(=O)C3CCCN(C(=O)C4CCCCC4)C3)cc2)c1)C1CCCCC1 (configuration not stated)
  -1 | 0 | -12
CCOCCCNC(=S)NCCCNc1nc2c(C)cc(C)cc2cc1C#N
  6 | -17 | 7
O=C(C(=O)N(Cc1ccccc1)Cc1ccccc1)c1c(-c2ccccc2)[nH]c2ccccc12
  -23 | -4 | 10
O=C(Nc1c(Cl)cc2c(c1Cl)Cc1cc([N+](=O)[O-])ccc1-2)C(Cl)Cl
  -13 | -5 | 4
O=C(c1ccc(Cl)cc1Cl)N1CCOCC1
  -3 | -7 | -2
CC1=CC(=O)C(C(C)=Nc2ccccc2[N+](=O)[O-])C(=O)O1 (configuration not stated)
  3 | 2 | 2
C=C(NC(=O)C(=C)NC(=O)c1csc(C2=NC3c4csc(n4)C4NC(=O)c5csc(n5)C(C(C)(O)C(C)O)NC(=O)C5CSC(=N5)/C(=C/C)NC(=O)C(C(C)O)NC(=O)c5csc(n5)C3(CC2)NC(=O)C(C)NC(=O)C(=C)NC(=O)C(=C)NC(=O)C(C(C)C)NC2C=Cc3c(C(C)O)cc(nc3C2O)C(=O)OC4C)n1)C(N)=O (configuration not stated)
  -7 | 2 | -2
COc1cc(CN(C)C(=O)C(=O)c2c[nH]c3ccccc23)ccc1O
  2 | 1 | -4
C=CCN1CCC(=O)C(C(=O)OCC)=C1C(=O)OCC
  -7 | 4 | 2
C=CCN1C=C(C(C)=O)C(=O)CC1
  -8 | -8 | 1
CC1(C)c2ccccc2C(=O)c2ccccc21
  0 | 9 | 15
COc1ccc(-c2sc3ccccc3c2C#CC2(O)CCCCC2)cc1
  -5 | 0 | 3
COCCn1nnnc1C(C(C)C)N(Cc1ccccc1)Cc1cc2cc(OC)ccc2[nH]c1=O (configuration not stated)
  2 | 10 | -2
COc1cc(C2C3=C(COC3=O)OC(C)(C)Oc3cc4c(cc32)OCO4)cc(OC)c1OC (configuration not stated)
  0 | 5 | 4
Cn1cnc([N+](=O)[O-])c1S(=O)(=O)Oc1ccc(Cl)cc1
  14 | 52* | 60*
COc1cc(N2CCCC2)c(OC)cc1/C=C(/C#N)c1cccc(Br)c1
  28 | 15 | 22
O=C(Nc1cc(Cl)ccc1Cl)P(=O)(O)c1ccccc1
  -11 | -1 | -2
CC1(C)Cc2c(ccc3ccccc23)C2=C(C(=O)N3CCCC3)C(=O)C(=O)N21
  3 | -1 | 7
COC(=O)N1C(=O)[C@](CC(C)C)(c2ccccc2)N1C(=O)OC
  1 | -5 | 11
CCN(C(=O)COC(=O)CCS(=O)(=O)c1ccccc1)c1c(N)n(Cc2ccccc2)c(=O)[nH]c1=O
  3 | 9 | -5
Cn1cc(/C=C2\SC(=S)N(NC(=O)c3ccccc3)C2=O)c2ccccc21
  6 | 22 | 25
CC(C)c1ccc(-n2c(-c3ccccc3)c[n+]3c2CCc2ccccc2-3)cc1
  4 | -11 | 1

In the list so far, 3 contain a nitro group on carbon:
The line under a structure holds: EBI2 block | CXCR6 inh | CCR6 antag
O=C(Nc1c(Cl)cc2c(c1Cl)Cc1cc([N+](=O)[O-])ccc1-2)C(Cl)Cl
  -13 | -5 | 4
CC1=CC(=O)C(C(C)=Nc2ccccc2[N+](=O)[O-])C(=O)O1 (configuration not stated)
  3 | 2 | 2
Cn1cnc([N+](=O)[O-])c1S(=O)(=O)Oc1ccc(Cl)cc1
  14 | 52* | 60*

Carrying on:
The line under a structure holds: EBI2 block | CXCR6 inh | CCR6 antag
NC(=S)N=Nc1ccc(O)cc1
  -6 | 23 | 41
Cc1cc(=O)[nH]c2[nH][nH]c(=O)c12
  -14 | 5 | 3
O=C(Cn1cncc1-c1ccc([N+](=O)[O-])cc1)Nc1cccc2ccccc12
  -9 | -8 | -3
O=C(Cc1cccc(NC(=O)C2CCCN(C(=O)C3CCCCC3)C2)c1)Nc1cccc(C(=O)N2CCOCC2)c1 (configuration not stated)
  -5 | 5 | 2
CCc1nc2oc3ccc(C)cc3c(=O)c2cc1C(=O)OC
  22 | 6 | 18
Cc1cc(N)n2nc(C)c(-c3ccccc3)c2n1
  6 | -3 | 3
O=CC(O)C1OC(=O)C(O)C1O (configuration not stated)
  -3 | -6 | -5
CC1=CC2C(C(O)CC3(C)C2CC(C)C32OCOC23COCO3)C2(C)C/C(=C\O)C(=O)C=C12 (configuration not stated)
  29 | 14 | 20
CC(=O)OC1CCC2(C)C(=CCC3C4CC(=O)N(O)C(=O)C4(C)CCC32)C1 (configuration not stated)
  3 | -3 | -11
COC(CNC(=O)C1CCCN1C(=O)OCc1ccccc1)OC (configuration not stated)
  -2 | 8 | 3
CNS(=O)(=O)c1cccc(C(=O)OCC(=O)c2c(N)n(Cc3ccccc3)c(=O)n(C)c2=O)c1
  6 | 3 | 4
CC(C)Nc1nnc(SCC(=O)Nc2ccc3c(c2)C(=O)c2ccccc2C3=O)s1
  -32 | 0 | -1
O=c1[nH][nH]c(=O)c2nc(Nc3ccccc3)ncc12
  -5 | -4 | -3
COC(=O)c1cc2c(n1S(=O)(=O)c1ccc(C)cc1)C(=O)C(=O)c1[nH]cc(C(=O)OCc3ccccc3)c1-2
  -25 | 1 | -2
COc1ccc(NC(=O)c2ccc(NC(=O)C3COc4ccccc4O3)cc2)c(OC)c1 (configuration not stated)
  -4 | -5 | 0
COc1ccc2c(c1)OCC(O)(c1ccccc1)C2=O (configuration not stated)
  -6 | 9 | -3
Cc1nc(N)nc(N)c1-c1ccc([N+](=O)[O-])cc1
  -3 | 7 | 1
CO[C@H]1/C=C/O[C@@]2(C)Oc3c(C)c(O)c4c(O)c(c5c(c4c3C2=O)NC2(CCN(CC(C)C)CC2)N=5)=NC(=O)/C(C)=C\C=C\[C@H](C)[C@H](O)[C@@H](C)[C@@H](O)[C@@H](C)[C@H](OC(C)=O)[C@@H]1C
  0 | 10 | 7
CCOc1ccc(NC(=O)CN(C)C(=O)C(C)Oc2ccc(Cl)cc2)cc1OCC (configuration not stated)
  10 | 1 | 10
CCC(=O)n1nc(-c2cccnc2)nc1NCc1ccccc1
  -2 | -2 | 3
CCC1(C)CN=C(c2ccccc2)NC1 (configuration not stated)
  -6 | 7 | 0
COC(=O)c1ccc(/C=C2\SC(=S)N(CCCC(=O)N3CCOCC3)C2=O)cc1
  -8 | 7 | 1
COc1cc2c(cc1OC)C(c1cc(OC)c(OC)c(OC)c1)C1(O)C(=O)OCC1(O)C2 (configuration not stated)
  -1 | -1 | -2
O=C(OCC1CCC=CO1)C1CCC=CO1 (configuration not stated)
  -9 | 3 | 16
O=c1ccc(N=Nc2ccccc2)ccc1O
  -5 | 29 | 66*
Nc1ccc2c(c1Br)Cc1ccccc1-2
  4 | 0 | -12
CC(Sc1nnc(CN2CCCC2)n1Cc1ccccc1)C(=O)Nc1ccc(F)c(F)c1F (configuration not stated)
  11 | 8 | 13
O=C(CCl)N1c2ccccc2Oc2ccc3ccccc3c21
  -42 | -13 | -7
CCCCn1c(NS(=O)(=O)c2ccc(C)cc2)c(S(=O)(=O)c2ccccc2)c2nc3ccccc3nc21
  -11 | -9 | -5
CCOC(=O)C(=O)NC1CC=CCC1c1ccc2c(c1)OCO2 (configuration not stated)
  -2 | 2 | -1
Cc1ccc(S(=O)(=O)N2CCN(C(C(=O)Nc3ccc(F)cc3)c3ccccc3)CC2)cc1 (configuration not stated)
  8 | -2 | 0
C=CCN1C(=O)C(C)NC1=S (configuration not stated)
  -1 | 4 | 13
CCOC(=O)c1cc2c(c(CCO)n1)[C@@H](CCO)N(S(=O)(=O)C(C)(C)C)C2
  -18 | 5 | 10
O=c1[nH]n(-c2ccccc2)c(=O)cc1Cl
  -1 | 0 | 8
Cc1cc(C(=O)COC(=O)c2nn(C)c(=O)c3ccccc23)c(C)n1C
  4 | -2 | 5
COc1ccccc1C(=O)NC(CCSC)C(=O)OCC(=O)N1CCN(S(=O)(=O)c2ccc(C)cc2)CC1 (configuration not stated)
  -17 | 4 | -10
CN(C(=O)c1ccc(NC(=O)Cc2ccc(NC(=O)C3CCN(C(=O)C4CCCCC4)CC3)cc2)cc1)C1CCCC1
  -3 | 0 | 8
COc1ccc(C(c2nnnn2C2CCCC2)N2CCc3ccccc3C2)cc1OC (configuration not stated)
  14 | 14 | 8
O=C(O)c1ccc(-n2cc(-c3cc4ccccc4oc3=O)[nH]c2=S)cc1
  -13 | 1 | -9
Oc1ccccc1C=NN=Cc1c(O)ccc2ccccc12
  6 | 2 | 4
C#CCN1C=CC(=O)[C@@H](OC(=O)Nc2ccccc2Br)[C@H]1c1ccccc1Br
  5 | 6 | 12
CN(C)S(=O)(=O)c1ccc(C(=O)N2CCN(S(=O)(=O)c3ccc4c(c3)OCCO4)CC2)cc1
  -6 | -6 | -4
CCN(CC)C1Oc2cc3c(cc2C(c2cc(OC)c(OC)c(OC)c2)C1C)OCO3 (configuration not stated)
  -5 | -7 | 23
CSc1nc(SCC(=O)O)c2sc3nc(-c4ccccc4)c4c(c3c2n1)CCC4
  -3 | 14 | 21
COC(=O)c1cccc(F)c1C(=O)c1cccc2ccccc12
  19 | 10 | 26
CC(C)(C)S(=O)(=O)N1Cc2cc(=O)n(Cc3ccccc3)c(CCO)c2[C@@H]1CCO
  -8 | 6 | 19
Fc1ccc(Br)cc1C1C=C(c2cccnc2)Nc2ncnn21 (configuration not stated)
  8 | -4 | -1
CC1(C)CC(=O)C(c2ccccc2)(c2ccccc2)C(=O)C1
  10 | -2 | 9
COc1cc2c(c(OC)c1OC)-c1ccc(SC)c(=O)cc1C(N)CC2 (configuration not stated)
  -12 | 0 | 1
COc1ccc(CCNC(=O)COC(=O)CSc2ccc(C(N)=O)cc2[N+](=O)[O-])cc1OC
  -8 | -6 | 1
Cc1cn(C2CCCCC2)c(=O)n(-c2ccccc2)c1=O
  2 | -9 | 2
CCOC(=O)NC1=NCC(C)(C)S1
  -14 | -2 | 2
O=C1OCC(CC2=C(O)C(=O)OC2)=C1O
  -4 | 0 | 6
CC(=O)NC12CC3CC(C1)CC(C(=O)N1CCN(S(=O)(=O)c4cccc([N+](=O)[O-])c4)CC1)(C3)C2
  -5 | -16 | -10
S=c1nc[nH]c2c1ncn2-c1ccccc1
  -5 | 4 | 8
O=C(Nc1cccc2ccccc12)OCc1ccccc1
  6 | -8 | -8
O=C(O)c1ccc(NCc2nc3cc4ccccc4cc3[nH]2)cc1
  -13 | -11 | 10
Cc1ccc(NC(=O)N2CCCC2C(=O)NCCc2ccccc2)cc1 (configuration not stated)
  -1 | -3 | -8
OC(CN1CCCCC1)c1ccc2c3c(cccc13)CC2 (configuration not stated)
  3 | -7 | 4
